Mito fusion yeast = inhibitors of mitochondrial division or activators of mitochondrial fusion | Potency, µM (titrated, usually from 46.1 µM), for inactives: at the highest dose growth rescue (activation), most hits filed as activators | AID 485298 | S. cerevisiae fusion-defective mutant growth rescue, CellTiterGlo 48 h | 0.23% of 320,000 active;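 also: potency is read from the fitted curve at half-maximal effect; % of control where 0% means no effect; nearly all actives have a fitted effect of over 45% in size; temperature-sensitive fusion mutants such as fzo1-1 at 37 °C on non-fermentable ethanol glycerol medium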
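Growth-rescue viability read-out: after 48 h at the non-permissive 37C in glycerol/ethanol YPEG, yeast mitochondrial fusion mutants are measured by CellTiterGlo luminescence; compounds (23 nl pinned per well) restoring growth score as division inhibitors or fusion activators.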
Chronic BCR inh = inhibitors of chronic active B-cell receptor signaling | ABC-DLBCL IkBa-CBG/CBR reporter, luminescence ratio, 4 h | Potency, µM (doses to about 46.1 µM), without a hit: at the top dose ratio change, negative = lower green/red ratio, actives largely listed as inhibitors | 0.05% of 340,000 active; active = well fitted inhibition curve with a large enough effect in the signal ratio, with a control signal flat, not every such curve was filed as active; inconclusive = small, poorly fitted or top-dose-only effect, or effect the other way, or a change in a side signal; the % refers to the signal ratio;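 also: potency is read from the fitted curve at half-maximal effect; plate controls were basal doxycycline-induced cells for no effect and cells given 10 µM MG132 for full effect; MG132 reads +100%, hits lower the ratio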
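Concentration-response series (up to 46 uM) were applied to TMD8 dual-reporter cells for 4 h at 37C with doxycycline. Green/red ratio, after filter-overlap correction, defined %Activity; red signal alone was normalised to basal cells and zero luminescence.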
TSHR antagonist = antagonists of human thyroid stimulating hormone receptor; P16473; TSHR-expressing cells, TSH-stimulated cAMP HTRF, 2 h; hits give low values; activity change, negative = inhibition, % at 11.5 µM; 0.2% of 330,000 active;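 active = activity change below a set negative limit, meaning inhibition stronger than a set level, cut at about -70% in these data; inconclusive = activity change between two set negative limits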; also: % is scaled to controls: 0 for no effect and ±100 for the full control effect
Target sequence (P16473 whole entry, looked up): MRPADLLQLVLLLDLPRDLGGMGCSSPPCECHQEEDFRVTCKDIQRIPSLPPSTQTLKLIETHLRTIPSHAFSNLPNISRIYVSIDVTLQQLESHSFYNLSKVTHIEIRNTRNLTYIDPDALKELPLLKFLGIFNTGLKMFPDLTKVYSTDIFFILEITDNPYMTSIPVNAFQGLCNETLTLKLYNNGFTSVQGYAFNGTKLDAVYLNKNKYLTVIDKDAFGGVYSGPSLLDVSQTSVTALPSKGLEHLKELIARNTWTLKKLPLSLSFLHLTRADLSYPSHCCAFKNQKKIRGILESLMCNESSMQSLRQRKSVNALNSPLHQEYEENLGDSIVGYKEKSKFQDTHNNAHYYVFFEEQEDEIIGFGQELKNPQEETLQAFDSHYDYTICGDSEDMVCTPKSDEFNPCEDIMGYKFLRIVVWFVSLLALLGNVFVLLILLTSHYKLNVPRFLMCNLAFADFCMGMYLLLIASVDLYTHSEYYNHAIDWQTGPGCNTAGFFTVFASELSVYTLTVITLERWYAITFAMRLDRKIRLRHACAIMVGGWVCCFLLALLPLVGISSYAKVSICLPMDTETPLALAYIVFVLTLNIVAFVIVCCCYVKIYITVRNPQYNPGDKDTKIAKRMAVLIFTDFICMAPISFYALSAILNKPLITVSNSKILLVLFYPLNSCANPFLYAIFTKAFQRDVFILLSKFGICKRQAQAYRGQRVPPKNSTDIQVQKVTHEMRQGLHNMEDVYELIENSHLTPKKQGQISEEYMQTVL
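Competitive HTRF cAMP read-out (cryptate anti-cAMP antibody, cAMP-d2; 30 min, room temperature) in freshly harvested TSHR cells. Compounds added before TSH at EC80 (4nM final), followed by 2 hours' incubation at 37 deg C.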
ASM inhibitor = inhibitors of human secretory acid sphingomyelinase. Potency, µM (highest dose often 57.5 µM), inactives show top-dose activity change, negative = inhibition, most hits filed as inhibitors. 0.006% of 340,000 active. P17405. AID 504937. placental ASM, HMU-PC fluorogenic substrate, 60 min; also: potency is read from the fitted curve at half-maximal effect
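qHTS format. ASM enzyme prepared from human placenta hydrolyses the fluorogenic substrate HMU-PC0 (9 uM final) over 60 min at 37 °C after a 10 min compound preincubation.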
PTAP TSG101 blk = blocks PTAP/TSG101 interaction to inhibit HIV-1 budding; 340,000 tested, under 10 active; Fluorescence polarization, FITC-PTAP peptide / Tsg101 binding; Potency, µM (titrated, usually from 115 µM), inactives show top-dose activity change, negative = inhibition, most hits filed as inhibitors; active = well fitted inhibition curve with a large enough effect in the main read-out, with a control signal flat, not every such curve was filed as active; inconclusive = small, poorly fitted or top-dose-only effect, or effect the other way, or a change in a side signal; inactive = no such curve, though single readings can be large or run the other way; also: potency is read from the fitted curve at half-maximal effect; % of control where 0% means no effect
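Fluorescence anisotropy tracks displacement of a FITC-tagged PTAP peptide (50 nM) from the Tsg101 binding domain (10 uM), following a 20 min room-temperature incubation at pH 7.5.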
ELG1 repair inh = ELG1-dependent DNA repair inhibition. Potency, µM (top dose mostly 46.1 µM), inactives show at the top dose activity change, negative = inhibition, most hits filed as inhibitors. 2.3% of 330,000 active. HEK293T ELG1-luciferase reporter, luminescence, 16 h; DNA damage induced by 5-fluorouridine. AID 504467; also: potency is read from the fitted curve at half-maximal effect; % is scaled to controls: 0 for no effect and ±100 for the full control effect; nearly all actives have a fitted effect of over 55% in size
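Cells (2,000 per well) received 5-fluorouridine plus test compound or DMSO and were incubated 16 hr at 37 °C, 5% CO2. Luciferase activity was read by luminescence 30 min after ONE-Glo addition; signal suppression marked inhibition of damage-induced ELG1 function.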
Integrin act MD = activates integrin-mediated alleviation for muscular dystrophy | alpha7betagal myoblasts, beta-gal FDG fluorescence, 48 h | Potency, µM (highest dose often 38.3 µM), for inactives: at the highest dose activation, usual class: activators | 0.064% of 350,000 active | AID 624291;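 also: potency is read from the fitted curve at half-maximal effect; 100% = response of the positive control SU9516; nearly all actives have a fitted effect of over 60% in size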
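Alpha7betagal+/- myoblasts (passage 13) were plated 16-24 hr, then exposed to compounds (1:260 dilution of DMSO stock) for 48 hours at 37C. After MPER lysis, β-galactosidase reporter activity was read as FDG fluorescence (ex 480/em 540) after 30 minutes.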
Tb PFK block = inhibitors of T. brucei phosphofructokinase. AID 485367. Potency, µM (highest dose often 57.5 µM), for the others: at the top dose activity, negative = inhibition, actives largely listed as inhibitors. T. brucei PFK, ADP-Glo luminescence. 0.17% of 330,000 active. O15648;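 also: potency is read from the fitted curve at half-maximal effect; 0% = uninhibited 1x PFK enzyme wells and -100% = no-enzyme wells; nearly all actives have a fitted effect of over 60% in size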
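In TEA buffer at pH 8.0 with 5 mM MgCl2, enzyme (1.25 nM) converted F6P (0.5 mM) and ATP (0.1 mM) for 45 min at room temperature. ADP product was read by luciferase luminescence.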
A-T KAP1 phos = candidate therapy for ataxia-telangiectasia; Potency, µM (doses to about 57.5 µM), for the others: top-dose activation, most hits filed as activators; 0.19% of 320,000 active; AID 485349; […] A-T fibroblasts, KAP-1 phosphorylation AlphaLISA; neocarzinostatin DNA damage 30 min before lysis; also: potency is read from the fitted curve at half-maximal effect; % of control where 0% means no effect; nearly all actives have a fitted effect of over 45% in size
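hTERT-immortalized A-T patient fibroblasts ([…]), 500 cells/well in OPTI-MEM, 1% FBS, got compounds for 60 min, then NCS for 30 min at 37C. Lysates were then assayed for phospho-KAP-1 by AlphaLISA (anti-pKAP1 donor, anti-KAP1 acceptor beads), 6 hr at 25C.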
TCR act = activators of T cell receptors. primary human leukocytes, anti-CD3, IL-2 HTRF, 48 h. Potency, µM (titrated, usually from 9.22 µM), for inactives: at the highest dose activation of IL-2 secretion, actives largely listed as activators. 330,000 tested, under 10 active; also: % of control where 0% means no effect
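48 hr co-incubation of compounds, a-CD3 beads and primary human leukocytes; IL-2 quantified homogeneously by HTRF with anti-IL-2 K and d2 conjugates.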
Eya2 phos inh = blocks the phosphatase activity of human Eya2. AID 488837. recombinant Eya2, OMFP fluorescence dephosphorylation (OMFP is methylfluorescein phosphate). Potency, µM (top dose mostly 76.9 µM), without a hit: at the top dose activity, negative = inhibition, actives largely listed as inhibitors. O00167. 0.006% of 330,000 active; also: potency is read from the fitted curve at half-maximal effect; % is scaled to controls: 0 for no effect and ±100 for the full control effect
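Eya2 (0.2 uM) preincubated 10 min at ambient with compound, then OMFP substrate added at 50 uM; 10 min reaction in 50 mM HEPES pH 7.5, 50 mM NaCl, 5 uM MgCl2, 0.05% BSA, 1 mM DTT. Fluorescence read at Ex 485/Em 525 nm.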
* marks the source's active call; other numbers are inactive results; ? = inconclusive; . = not tested or not shown; & = joins results of further samples; ! = a repeat was not active; [ ] = another dose, or the depositor's remark. Unless noted, calls follow the shape of the dose curve; as a rule, active = well fitted curve in the direction sought with a large enough effect; inconclusive = small, poorly fitted or top-dose-only effect, or another doubt; inactive = no such curve, though single readings can be large; an effect the other way counts as inactive or inconclusive. Not all compounds are listed; the hit share may differ from the screen's.

Field names: A = Mito fusion yeast; B = Chronic BCR inh; C = TSHR antagonist; D = ASM inhibitor; E = PTAP TSG101 blk; F = ELG1 repair inh; G = Integrin act MD; H = Tb PFK block; I = A-T KAP1 phos; J = TCR act; K = Eya2 phos inh
> CC1Cc2ccccc2N1NC(=O)c1ccc(Cl)c(S(N)(=O)=O)c1 (stereo not drawn)
  A = -3%; B = -1%; C = -2; D = -4%; E = 1%; F = -4%; G = .; H = 0%; I = -7%; J = 0%; K = 0%
> CN(C)CCC[C@]1(c2ccc(F)cc2)OCc2cc(C#N)ccc21
  A = -2%; B = ?; C = 48; D = 1%; E = 2%; F = 12%; G = .; H = 8%; I = 22%; J = 41%; K = 11%
> Cc1c(C(=O)O)c(O)cc2c1C(=O)c1c(O)c([C@@H]3O[C@H](CO)[C@@H](O)[C@H](O)[C@H]3O)c(O)c(O)c1C2=O
  A = .; B = 17%; C = -22; D = 8%; E = ?; F = -2%; G = -14%; H = -10%; I = 2%; J = 10%; K = -17%
> N#Cc1ccc(C(c2ccc(C#N)cc2)n2cncn2)cc1
  A = -2%; B = -2%; C = -1; D = .; E = .; F = .; G = .; H = 0%; I = .; J = .; K = 8%
> COc1ccccc1N1CCN(CCCN=C2CC(=O)N(C)C(=O)N2C)CC1
  A = .; B = -2%; C = 5; D = 2%; E = -3%; F = 2%; G = .; H = 0%; I = 6%; J = 7%; K = -23%
> C=CC[n+]1ccc(/C=C2\C=Cc3cc(C)ccc3N2CC)c2ccccc21
  A = -12%; B = ?; C = -47; D = -3%; E = -2%; F = 1.3µM*; G = -62%[inhibitor]; H = -24%; I = -5%; J = 6%; K = ?
> CCCCCC(=O)O[C@]1(C(C)=O)CC[C@H]2[C@@H]3CCC4=CC(=O)CC[C@]4(C)[C@H]3CC[C@@]21C
  A = ?; B = 3%; C = -33; D = -11%; E = -4%; F = 12%; G = .; H = -6%; I = 27%; J = 20%; K = -3%
> COc1ccc(C2CNC(=O)C2)cc1OC1CCCC1 (stereo not drawn)
  A = 0%&5%&-2%&3%; B = ?; C = 12&32&37&65; D = 1%; E = 3%; F = 6%; G = .; H = 7%&0%&1%; I = 6%; J = -4%; K = 7%&-4%&7%&-2%
> CC(=O)CCCCn1c(=O)c2c(ncn2C)n(C)c1=O
  A = 7%&0%&-3%; B = ?; C = -24&6&6; D = 1%; E = 1%; F = ?; G = .; H = -1%&-1%; I = 1%; J = -14%; K = 1%&11%&0%
> CCN(CC)CCOC(=O)c1ccc(N)cc1
  A = 0%&0%; B = -24%; C = -10&1; D = 1%; E = -3%; F = -4%; G = .; H = -2%; I = -6%; J = -3%; K = 2%&11%
> Cc1ccc(=O)n(-c2ccccc2)c1
  A = 16%; B = .; C = -15; D = 2%; E = 1%; F = .; G = .; H = .; I = .; J = -7%; K = 5%
> COC(=O)C1=CO[C@@H](O[C@@H]2O[C@H](CO)[C@@H](O)[C@H](O)[C@H]2O)C2C1C[C@H](O)[C@@H]2C (stereo partly drawn)
  A = -7%; B = -1%; C = 12; D = 5%; E = -4%; F = 14%; G = -2%; H = -2%; I = 12%; J = 1%; K = 0%
> CCCc1nc(C(C)(C)O)c(C(=O)O)n1Cc1ccc(-c2ccccc2-c2nn[nH]n2)cc1
  A = -1%; B = 8%; C = -6; D = .; E = .; F = .; G = .; H = -2%; I = .; J = .; K = 10%
> NOCC(=O)O
  A = 25%&-1%; B = 26%; C = 14&39; D = 7%; E = -4%; F = 10%; G = .; H = 9%; I = -2%; J = 1%; K = 3%&6%
> Cc1cncn1CCc1nc2c3ccccc3nc(SCC(=O)Nc3cccc(Cl)c3)n2n1
  A = 1%; B = ?; C = 5; D = -13%; E = -5%; F = ?; G = -61%[inhibitor]; H = 0%; I = .; J = -1%[46.1 µM]; K = -11%

Later entries:
Field names: A = Mito fusion yeast; B = Chronic BCR inh; C = TSHR antagonist; D = ASM inhibitor; E = PTAP TSG101 blk; F = ELG1 repair inh; G = Integrin act MD; H = Tb PFK block; I = A-T KAP1 phos; J = TCR act; K = Eya2 phos inh
> COc1ccc(C[C@H]2COC(=O)[C@@H]2Cc2ccc(OC3OC(CO)C(O)C(O)C3O)c(OC)c2)cc1OC (stereo partly drawn)
  A = 0%; B = -4%; C = -4; D = 9%; E = -1%; F = -7%; G = -19%; H = -2%; I = -13%; J = 9%; K = 2%
> CC1(C)O[C@H]2CC(=O)OC[C@@]23C1CC(=O)[C@]1(C)C3CC[C@@]2(C)[C@H](c3ccoc3)OC(=O)[C@H]3O[C@]321 (stereo partly drawn)
  A = -3%; B = 14%; C = 9; D = -3%; E = -3%; F = 23%; G = 14%; H = 4%; I = -6%; J = -4%; K = 6%
> C[N+]1(C)CCC(=C(c2ccccc2)c2ccccc2)CC1
  A = -7%; B = 8%; C = -4; D = -2%; E = -2%; F = 3%; G = .; H = 2%; I = -6%; J = 3%; K = -10%
> C/C=C(/C)C(=O)OC(C)(C)[C@@H]1Cc2c(ccc3ccc(=O)oc23)O1
  A = ?; B = -1%; C = -6; D = -1%; E = -2%; F = -5%; G = 17%; H = 6%; I = -6%; J = 0%; K = -22%
> O=C(O)CCC(=O)c1ccc(-c2ccccc2)cc1
  A = -1%; B = ?; C = -12; D = -5%; E = -3%; F = ?; G = .; H = -6%; I = 9%; J = 8%; K = 3%
> COc1cc(-c2oc3cc(O)cc(O)c3c(=O)c2O[C@@H]2O[C@H](COC3O[C@@H](C)[C@H](O)[C@@H](O)[C@H]3O)[C@@H](O)[C@H](O)[C@H]2O)ccc1O (stereo partly drawn)
  A = .; B = 3%; C = 7; D = 6%; E = -11%; F = ?; G = 14%; H = 0%; I = 6%; J = 2%; K = 1%
> COc1cc2ncnc(Nc3cccc(Cl)c3)c2cc1OC
  A = 3.3µM*!; B = ?; C = -21&-26; D = .; E = .; F = .; G = .; H = 1%; I = .; J = .; K = -2%&-2%
> Cc1ccc(N(CC2=NCCN2)c2cccc(O)c2)cc1
  A = -1%&-3%&4%&0%; B = 4%&2%&0%; C = -15&31&14&15; D = -1%&-4%&-9%; E = -3%&-2%&1%; F = ?; G = .; H = -10%&-15%&-1%; I = 2%&18%&16%; J = -13%&-2%&4%; K = 4%&0%&6%&0%

Compound profiles (already shown). Screens in order: Mito fusion yeast, Chronic BCR inh, TSHR antagonist, ASM inhibitor, PTAP TSG101 blk, ELG1 repair inh, Integrin act MD, Tb PFK block, A-T KAP1 phos, TCR act, Eya2 phos inh
COc1ccc(C2CNC(=O)C2)cc1OC1CCCC1 (stereo not drawn) across the screens: 0%&5%&-2%&3%, ?, 12&32&37&65, 1%, 3%, 6%, ., 7%&0%&1%, 6%, -4%, 7%&-4%&7%&-2%
NOCC(=O)O across the screens: 25%&-1%, 26%, 14&39, 7%, -4%, 10%, ., 9%, -2%, 1%, 3%&6%
Cc1ccc(=O)n(-c2ccccc2)c1 across the screens: 16%, ., -15, 2%, 1%, ., ., ., ., -7%, 5%

High-throughput results: PubChem BioAssay, National Center for Advancing Translational Sciences (NCATS)
